CHRM5 PAM – potentiates acetylcholine response at human M5 receptor; CHO-K1 hM5, Fluo-8 calcium, ACh EC20 PAM; 0% = ACh EC20, 100% = ACh EC100; activation, % at 3 µM; actives 0.3% (n = 360,000);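 active = activation above the run cutoff, the mean activation of all test compounds plus 3 SD, cut at about 18% in these data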
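Measured by: Fluo-8 calcium fluorescence; material: human M5 receptor in CHO-K1 cells; schedule: Post-acetylcholine fluorescence recording 140 s; benchmarks: low control EC20 acetylcholine (0%), high control EC100 acetylcholine (100%); read-out: Max/basal fluorescence ratio as % of EC20–EC100 ACh window; compound: single dose, 3 µM nominal final test concentration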
CHO-K1 Ca PAM – counter-screen for M1 PAMs: effect in parental CHO-K1 cells; ATP EC20, Fluo-8 calcium fluorescence; 0% at ATP EC20, 100% at ATP max; activation, % at 3 µM; actives 0.02% (n = 360,000); AID 602247;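 active = activation above the run cutoff, the mean activation of all test compounds plus 3 SD, cut at about 40% in these data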;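 note: peak over basal fluorescence ratio in a 140 s read after ATP addition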
CHRM5 agonist – agonists of human muscarinic M5 receptor (CHRM5); P08912; CHO-K1 hM5 cells, Fluo-8 calcium fluorescence; 0% DMSO wells, 100% maximal acetylcholine response; activation, % at 3 µM; actives 0.19% (n = 360,000); AID 624037;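 active = activation above the run's mean over test compounds plus 3 SD, cut at about 23% in these data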;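 note: signal is peak over basal fluorescence ratio across the kinetic read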
CRFBP-R2 block – blocks CRF-induced signaling of the CRF-BP/CRF-R2 complex; actives 0.59% (n = 350,000); HEK293 CRF-R2/CRF-BP, CRF-induced calcium fluorescence; inhibition, % at 11.8 µM;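 active = inhibition of the ligand-induced calcium signal above about 50% at the single tested concentration, limit read from the data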
CHRM4 PAM – positive allosteric modulators of human muscarinic M4 receptor | P08173 | CHO-K1 hM4/Gqi5, Fluo-8 calcium fluorescence, ACh EC20; 0% = ACh EC20, 100% = maximal ACh | activation, % at 3 µM | actives 0.4% (n = 360,000);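 active = activation above its plate's cutoff, the mean activation of sample wells plus 3 SD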; note: some results filed as inactive read as strong as hits
Target sequence (P08173 whole entry, looked up): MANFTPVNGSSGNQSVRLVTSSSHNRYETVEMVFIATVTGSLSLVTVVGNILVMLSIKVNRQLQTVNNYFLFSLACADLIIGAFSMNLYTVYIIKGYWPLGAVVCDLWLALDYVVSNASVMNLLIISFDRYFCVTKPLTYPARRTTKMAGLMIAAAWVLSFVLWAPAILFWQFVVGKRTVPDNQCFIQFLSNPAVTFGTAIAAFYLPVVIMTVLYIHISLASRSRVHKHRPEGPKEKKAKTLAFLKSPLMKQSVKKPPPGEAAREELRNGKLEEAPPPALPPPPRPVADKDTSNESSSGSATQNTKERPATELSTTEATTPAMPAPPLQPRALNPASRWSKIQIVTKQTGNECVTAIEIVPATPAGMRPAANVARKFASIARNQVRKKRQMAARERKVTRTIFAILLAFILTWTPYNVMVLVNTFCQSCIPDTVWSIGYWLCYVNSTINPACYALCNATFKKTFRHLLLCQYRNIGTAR
TAAR1 antagonist – human TAAR1 antagonism | CHO RD-HGA16 TAAR1, Fluo-8 calcium fluorescence, antagonist | actives 1.5% (n = 360,000) | Q96RJ0 | inhibition, % at 3 µM | AID 624466;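 active = inhibition above a per-plate cutoff, the mean inhibition of test compounds on that plate plus 3 SD, cut at about 49% in these data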;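 note: 0% = DMSO plus EC80 beta-PEA response and 100% = DMSO alone without agonist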
Target sequence (Q96RJ0 whole entry, looked up): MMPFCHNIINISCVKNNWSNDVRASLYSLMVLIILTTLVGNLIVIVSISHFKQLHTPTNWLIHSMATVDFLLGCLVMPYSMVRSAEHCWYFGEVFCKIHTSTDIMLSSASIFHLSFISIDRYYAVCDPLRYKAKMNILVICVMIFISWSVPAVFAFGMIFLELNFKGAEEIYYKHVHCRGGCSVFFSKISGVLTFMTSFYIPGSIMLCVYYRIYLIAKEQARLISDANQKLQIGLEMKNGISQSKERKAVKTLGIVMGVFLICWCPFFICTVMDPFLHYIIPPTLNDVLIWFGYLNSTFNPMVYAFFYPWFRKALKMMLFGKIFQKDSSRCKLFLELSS
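test system = CHO RD-HGA16 cells bearing hTAAR1 | replication = singlicate | controls = DMSO-only wells and EC80 β-PEA-stimulated wells | reagent = EC80 β-phenethylamine stimulus | read-out basis = percent inhibition of PEA-evoked calcium signal, max/basal emission ratio | schedule = seeding 17-24 h prior, 75-min 37 °C, 30-min RT dye loading | signal = kinetic Fluo-8 calcium fluorescence measurement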
CRFBP-R2 agonist – agonists of human CRF-binding protein/CRF-R2 receptor complex | HEK293 CRF-R2/CRF-BP, calcium dye fluorescence (FLIPR); percent of saturating CRF peptide response | activation, % at 13.2 µM | actives 0.46% (n = 350,000);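 active = activation of at least 50%, plus an integration ratio under a set limit after plate pattern correction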;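 note: plate controls were neutral control wells without compound for no effect and CRF at EC100 for full effect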
TAAR1 ag – agonists of human TAAR1 | Q96RJ0 | CHO RD-HGA16 TAAR1, Fluo-8 calcium fluorescence; vehicle wells 0%, saturating PEA agonist 100% | activation, % at 3 µM | actives 0.99% (n = 360,000) | AID 624467;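 active = activation above the mean activation of all test compounds in the run plus 3 SD, cut at about 38% in these data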
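System: CHO-derived RD-HGA16 cells with stable Gα16 and human TAAR1 / Times: 17-24 h plating, Fluo-8 75 min 37 °C, 30 min RT / Technique: calcium-sensitive Fluo-8 signal, excitation 470-495, emission 515-575 nm / Measure: % activation relative to PEA EC100 response / Benchmarks: DMSO and PEA EC100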
M5 antag – antagonists of human muscarinic M5 receptor (CHRM5). CHO-hM5 cells, Fluo-8 calcium fluorescence, ACh EC80. inhibition, % at 3 µM. actives 0.59% (n = 360,000). P08912;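 active = inhibition above a per-plate cutoff, the mean of that plate's test compounds plus 3 SD, cut at about 27% in these data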;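 note: 0% = acetylcholine EC80 with DMSO and 100% = DMSO without agonist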
An asterisk follows results filed as active; / = no result given.

no. | Compound | CHRM4 PAM | CRFBP-R2 agonist | CHO-K1 Ca PAM | M5 antag | TAAR1 antagonist | CRFBP-R2 block | CHRM5 PAM | CHRM5 agonist | TAAR1 ag
1 | O=C(c1cccc(-c2ccccc2)c1)N1CC[C@@H](N2CCC(O)CC2)[C@H](O)C1 | 3 | 0.5 | -1 | 2 | -2 | -6 | -6 | -4 | 0
2 | N#Cc1nc(-c2ccccc2Cl)oc1NCC1CCCO1 (stereo not drawn) | 2 | -1.2 | -11 | 8 | 6 | -5 | -4 | -1 | 1
3 | CCCn1c(N)c(N(CCOC)C(=O)c2cc(-c3ccco3)nc3ccccc23)c(=O)[nH]c1=O | 2 | 0.7 | 5 | 8 | -26 | 1 | 0 | -3 | 1
4 | Cn1c(-c2ccncc2)nc2ccccc21 | 7 | -1.2 | 1 | 4 | 16 | 1 | 1 | 0 | -1
5 | N#CCCCSc1nnc(-c2ccccn2)o1 | 6 | -1.9 | 10 | -13 | -6 | 16 | 13 | 0 | 10
6 | O=C1C(=O)N(c2ccccn2)C(c2cccc([N+](=O)[O-])c2)/C1=C(/O)c1ccc(Br)cc1 (stereo not drawn) | 8 | -1.1 | 6 | 1 | -1 | 18 | 5 | 1 | 0
7 | COc1cc2c(cc1OC)CN(C(=O)c1ccc(N3CCCC3)c([N+](=O)[O-])c1)CC2 | -3 | 6.1 | -3 | 11 | -4 | -10 | -6 | 4 | 3
8 | CN(C)C(=O)c1cnc(Cc2c[nH]c3ccccc23)c(I)c1 | -3 | / | -4 | 6 | -2 | / | -1 | 2 | 3
9 | O=C(O)C1CCCCC1C(=O)Nc1cccc2ccccc12 (stereo not drawn) | -9 | 0.9 | -2 | 2 | 0 | 1 | -4 | 0 | 1
10 | O=C(Nc1cccc(C(=O)N2CCOCC2)c1)c1ncn[nH]1 | 1 | 1.9 | 15 | 15 | -10 | -3 | -5 | -2 | 2
11 | CCCCc1cc(=O)oc2cc(C)cc(OCc3nn[nH]n3)c12 | 6 | 0.9 | 13 | 5 | 4 | -23 | 2 | -4 | 7
12 | COc1ccccc1NC(=O)c1oc2ccccc2c1NC(=O)c1cc(OC)c(OC)c(OC)c1 | 8 | -0.3 | 19 | 5 | -27 | -4 | 0 | 0 | 3
13 | O=C(NCc1ccon1)c1ccc(OC2CCN(CCc3ccccc3)CC2)cc1 | -15 | 5.4 | 3 | -8 | -2 | 0 | -8 | -10 | 1
14 | Cc1ccc(-c2csc3ncnc(N4CCN(Cc5ccccc5)CC4)c23)cc1 | -7 | -2.3 | 5 | 8 | -11 | -4 | -11 | -3 | 2
15 | CCOC(=O)N1CCN(C(=O)c2ccc3c(c2)N=C(CC)c2cc(C)ccc2S3)CC1 | 1 | -0.1 | -15 | 6 | -46 | 50 | 0 | -1 | -2
16 | CCN(C(=O)COC(=O)c1ccc([N+](=O)[O-])o1)c1cccc2ccccc12 | 15 | -0.1 | -17 | 11 | -11 | -3 | 3 | 3 | 4

Part of the list above, field by field:
13. O=C(NCc1ccon1)c1ccc(OC2CCN(CCc3ccccc3)CC2)cc1
  CHRM4 PAM = -15
  CRFBP-R2 agonist = 5.4
  CHO-K1 Ca PAM = 3
  M5 antag = -8
  TAAR1 antagonist = -2
  CRFBP-R2 block = 0
  CHRM5 PAM = -8
  CHRM5 agonist = -10
  TAAR1 ag = 1
14. Cc1ccc(-c2csc3ncnc(N4CCN(Cc5ccccc5)CC4)c23)cc1
  CHRM4 PAM = -7
  CRFBP-R2 agonist = -2.3
  CHO-K1 Ca PAM = 5
  M5 antag = 8
  TAAR1 antagonist = -11
  CRFBP-R2 block = -4
  CHRM5 PAM = -11
  CHRM5 agonist = -3
  TAAR1 ag = 2

(list continues)
no. | Compound | CHRM4 PAM | CRFBP-R2 agonist | CHO-K1 Ca PAM | M5 antag | TAAR1 antagonist | CRFBP-R2 block | CHRM5 PAM | CHRM5 agonist | TAAR1 ag
17 | COc1ccc(C(=O)N2CCCC(N3CCN(c4ccccc4OC)CC3)C2)c(OC)n1 (stereo not drawn) | 6 | -0.6 | 31 | 4 | -10 | 4 | 1 | -6 | -1
18 | COc1ccc(/C=N/NC(=O)c2ccncc2)cc1[N+](=O)[O-] | -5 | -1.6 | -11 | 6 | 14 | 32 | -1 | 0 | 7
19 | CCN(CC)C(=S)Oc1c(Cl)cccc1Cl | -9 | -1.5 | -1 | 10 | -7 | 26 | -3 | -1 | -1
20 | CCOC(=O)C1=C(C)Nc2sc(C(=O)c3ccc(F)cc3)c(N)c2C1c1ccc(C(=O)OC)cc1 (stereo not drawn) | 6 | 2.2 | -2 | -3 | -31 | -24 | -5 | -3 | 4
21 | CC(=O)Nc1cc(-c2ccccc2CN(C)C)cn2c(-c3ccc(C(C)=O)cc3)cnc12 | 3 | / | -4 | -6 | -8 | / | -2 | -1 | 0
22 | COc1c2ccoc2nc2c(OC)c(O)ccc12 | -2 | -1.2 | 0 | 1 | -18 | 7 | -2 | 1 | 5
23 | COc1ccccc1CNS(=O)(=O)c1c(C(=O)N2CCCCC2)c(C)n(C)c1C | 2 | -0.3 | 12 | 15 | 1 | -9 | 1 | -1 | -1
24 | COc1ccc(C(=O)Nc2cc(=O)[nH]c3ncnn23)cc1 | 4 | -1.0 | -4 | 5 | -24 | 3 | 1 | -1 | -1
25 | COc1ccc(C(=O)NNC(=O)C2CCCN(C3CC(=O)N(c4ccccc4)C3=O)C2)cc1 (stereo not drawn) | -5 | -1.6 | -18 | 0 | -18 | -7 | 0 | 2 | 1
26 | Cc1c(NC(=O)c2ccc3nsnc3c2)cccc1[N+](=O)[O-] | 1 | -1.2 | 2 | 19 | -23 | -1 | -5 | -3 | 1
27 | CC1(C(=O)Nc2cccnc2)Cc2c(-c3ccccc3)ccnc2O1 (stereo not drawn) | 3 | / | -6 | 8 | -10 | / | -10 | 2 | 0
28 | CCS(=O)(=O)NCC(c1ccco1)N1CCN(c2ccccc2)CC1 (stereo not drawn) | 0 | 20 | 10 | 3 | 6 | -2 | -2 | -2 | -2
29 | Cc1cc(C(=O)COC(=O)CC2Sc3ccccc3NC2=O)c(C)n1-c1ccc(Br)cc1 (stereo not drawn) | -10 | 2.1 | -14 | -9 | 18 | -7 | -5 | 0 | -1
30 | O=C(Cc1noc2ccccc12)NNC(=S)Nc1ccccc1 | 0 | 1.1 | 17 | 10 | -11 | -6 | 5 | 3 | 1
31 | COc1ccc(S(=O)(=O)N2CCC3(CC2)OCCN3S(=O)(=O)c2cccs2)cc1 | -1 | 0.2 | -23 | 9 | 6 | -19 | -13 | 9 | 2
32 | Fc1ccc(NC(=S)NCc2ccccc2Cl)cc1 | -7 | -0.8 | 3 | 4 | 2 | 20 | -12 | 4 | 18
33 | CC(C)(C)n1nc(-c2ccc(Cl)cc2)c2c(N)ncnc21 | 9 | -1.4 | 23 | -3 | -22 | 28 | -4 | -6 | 15
34 | Cn1c(=O)c2c(ncn2CC(=O)OCC(=O)NCc2ccc(Cl)cc2)n(C)c1=O | 7 | -0.6 | 20 | -6 | 10 | -6 | -2 | -3 | -2
35 | COc1cccc(C(=O)CSc2nnnn2C2CCCCC2)c1 | -2 | 0.6 | 7 | 2 | 9 | 1 | -1 | -7 | 10
36 | O=C(Cc1n[nH]c(=O)c2ccccc12)OCC(=O)N(Cc1ccccc1)Cc1ccccc1 | -26 | 0.0 | 10 | 7 | 57* | 15 | -12 | -3 | 4
37 | O=C(COC(=O)c1cccs1)NCCN1C(=O)CSC1=O | 6 | -3.4 | 28 | -7 | -3 | 27 | 10 | 1 | 0
38 | CC(C)CCNc1nc(N)c([N+](=O)[O-])c(NCC2CCCO2)n1 (stereo not drawn) | -3 | -0.7 | 9 | -4 | -8 | -135 | -1 | 14 | 39*
39 | CCN(CC)S(=O)(=O)c1ccc(-c2nnc(SCC(=O)N3c4ccccc4CC3C)o2)cc1 (stereo not drawn) | -2 | 3.3 | 27 | -5 | -5 | 17 | 6 | -1 | 0
40 | COc1ccc(NC(=S)N(CCCN2CCN(C)CC2)Cc2cccs2)cc1 | -8 | -0.5 | 7 | 2 | 11 | -14 | -1 | -2 | 1
41 | O=C(Nc1ccc(F)cc1)C1CC2CCC1C2 (stereo not drawn) | 0 | 0.6 | -1 | -8 | -11 | 2 | 5 | 3 | 2
42 | O=c1[nH][nH]cc1C=Nc1cc(Cl)ccc1O | -2 | 0.2 | 15 | -14 | 13 | -5 | 3 | 1 | 1
43 | O=C(COC(=O)CCOc1ccccc1)NCCc1ccccc1 | -8 | -0.1 | -6 | 15 | -18 | 13 | -20 | 0 | 2
44 | CCOc1ccccc1C1C(C#N)=C(N)Nc2onc(-c3ccccc3)c21 (stereo not drawn) | 3 | 0.5 | 7 | 7 | 13 | 4 | -8 | -2 | 15
45 | C=CCn1cc(C(=O)OCC)c(=O)c2ccc(F)cc21 | 2 | 0.1 | -6 | 0 | -4 | 4 | 9 | 2 | 4
46 | COc1ccc(Cl)cc1NC(=O)NCC1CCN(C(=O)OC(C)(C)C)CC1 | 11 | 4.6 | 13 | -1 | -15 | 1 | 10 | -2 | 4
47 | CC(=O)Nc1cccc(Oc2ccc([N+](=O)[O-])cc2Cl)c1 | 15 | -0.8 | -3 | -10 | 9 | 2 | 8 | 1 | 5

Sorted by SMILES length (highest first): part of the list above.
no. | Compound | CHRM4 PAM | CRFBP-R2 agonist | CHO-K1 Ca PAM | M5 antag | TAAR1 antagonist | CRFBP-R2 block | CHRM5 PAM | CHRM5 agonist | TAAR1 ag
39 | CCN(CC)S(=O)(=O)c1ccc(-c2nnc(SCC(=O)N3c4ccccc4CC3C)o2)cc1 (stereo not drawn) | -2 | 3.3 | 27 | -5 | -5 | 17 | 6 | -1 | 0
36 | O=C(Cc1n[nH]c(=O)c2ccccc12)OCC(=O)N(Cc1ccccc1)Cc1ccccc1 | -26 | 0.0 | 10 | 7 | 57* | 15 | -12 | -3 | 4
44 | CCOc1ccccc1C1C(C#N)=C(N)Nc2onc(-c3ccccc3)c21 (stereo not drawn) | 3 | 0.5 | 7 | 7 | 13 | 4 | -8 | -2 | 15
40 | COc1ccc(NC(=S)N(CCCN2CCN(C)CC2)Cc2cccs2)cc1 | -8 | -0.5 | 7 | 2 | 11 | -14 | -1 | -2 | 1
47 | CC(=O)Nc1cccc(Oc2ccc([N+](=O)[O-])cc2Cl)c1 | 15 | -0.8 | -3 | -10 | 9 | 2 | 8 | 1 | 5
45 | C=CCn1cc(C(=O)OCC)c(=O)c2ccc(F)cc21 | 2 | 0.1 | -6 | 0 | -4 | 4 | 9 | 2 | 4
43 | O=C(COC(=O)CCOc1ccccc1)NCCc1ccccc1 | -8 | -0.1 | -6 | 15 | -18 | 13 | -20 | 0 | 2
42 | O=c1[nH][nH]cc1C=Nc1cc(Cl)ccc1O | -2 | 0.2 | 15 | -14 | 13 | -5 | 3 | 1 | 1
41 | O=C(Nc1ccc(F)cc1)C1CC2CCC1C2 (stereo not drawn) | 0 | 0.6 | -1 | -8 | -11 | 2 | 5 | 3 | 2

Screening data deposited in PubChem BioAssay by several laboratories.
